Nrf2 inh = Nrf2 pathway inhibition; 360,000 compounds, 2.1% hits; AID 504444; A549 ARE-Fluc reporter, luciferase luminescence, 18-24 h; Potency, µM (series often up to 46 µM), for the others: at the top dose activity change, negative = inhibition, most hits filed as inhibitors; also: potency is read from the fitted curve at half-maximal effect; % is scaled to controls: 0 for no effect and ±100 for the full control effect; nearly all actives have a fitted effect of over 60% in size
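Two sequential reads on A549 ARE_Fluc cells exposed to compound for 18-24 h: a CellTiter-Fluor fluorescence read for viability, then a luciferase luminescence read for Nrf2/ARE activity.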
TGFb inhibitor = blocks TGF-b signaling | HepG2 CAGA-GFP TGF-b/SMAD3 reporter, GFP fluorescence, 18 h; TGF-beta stimulated, 500 pg/mL final | Potency, µM (highest dose often 46.1 µM), without a hit: at the highest dose activity, negative = inhibition, usual class: inhibitors | 410,000 compounds, 1.2% hits | AID 588855; also: potency is read from the fitted curve at half-maximal effect; % is scaled to controls: 0 for no effect and ±100 for the full control effect; nearly all actives have a fitted effect of over 65% in size
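Inhibition was scored as loss of TGF-beta-induced (500 pg/mL final, 18 hours, 37 degrees C) GFP in HEPG2 cells carrying a CAGA-GFP reporter, in DMEM with 1% FBS. Well GFP was summed per cell; Activity was normalised to unstimulated and stimulated DMSO wells, then concentration-response fitting.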
HepG2 tox = counter-screen for TGF-b inhibitors: cytotoxicity in HepG2 cells. Potency, µM (doses to about 46.1 µM), for the others: at the top dose activity change, negative = cytotoxicity, actives largely listed as cytotoxic. AID 588856. HepG2 CAGA-GFP viability, ATP luminescence, 18 h. 410,000 compounds, 0.76% hits; also: potency is read from the fitted curve at half-maximal effect; some results filed as inactive show a strong effect at the top dose
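CellTiter-Glo luminescence gave cytotoxicity after 18 hours at 37 degrees C. The cells were HepG2 CAGA-GFP in 1% FBS DMEM, stimulated with 500 pg/mL TGF-beta after compound addition. %Activity was normalised to no-cell wells (complete cell-killing) and DMSO (no toxicity), and curves were fitted and classified.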
A549 tox = A549 cytotoxicity, counter-screen for Nrf2 inhibitors; 390,000 compounds, 0.16% hits; AID 504648; A549 ARE-Fluc cells, CellTiter-Fluor viability, 18-24 h; Potency, µM (series often up to 46 µM), without a hit: at the top dose activity change, negative = cytotoxicity, actives largely listed as inhibitors; also: potency is read from the fitted curve at half-maximal effect; % is scaled to controls: 0 for no effect and ±100 for the full control effect
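A549 ARE_Fluc cells in 5% FBS OPTI-MEM were exposed to compounds in concentration-response for 18-24 h at 37 deg C. Viability was read by CellTiter-Fluor fluorescence (Ex 405/Em 525) after 30 min, before the luciferase read.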
Nrf2 ARE act = activates Nrf2 signaling; AREc32 ARE-luciferase reporter (MCF7-derived line), luminescence, 24 h; 410,000 compounds, 0.31% hits; Potency, µM (highest dose often 46.1 µM), without a hit: at the highest dose activation, most hits filed as activators; also: potency is read from the fitted curve at half-maximal effect; % of control where 0% means no effect; nearly all actives have a fitted effect of over 65% in size
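AREc32 cells carrying an ARE-driven firefly luciferase reporter were seeded at 1000 cells/well in OPTI-MEM with 5% FBS, then exposed to compound for 24 hr at 37 deg C. Luminescence was read with Steady-Glo after 30 min at RT.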
ATXN2 expr inh = ATXN2 expression inhibition | 360,000 compounds, 0.72% hits | Potency, µM (titrated, usually from 57 µM), for the others: at the top dose activity change, negative = inhibition, usual class: inhibitors | HEK-293 ATXN2-luciferase reporter, luminescence, 24 h; also: potency is read from the fitted curve at half-maximal effect; % is scaled to controls: 0 for no effect and ±100 for the full control effect; nearly all actives have a fitted effect of over 55% in size
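ATXN2-luciferase reporter cells (luciferase flanked by upstream and downstream ATXN2 gene portions) were treated 24 h at 37 °C with compounds at up to 57 uM. SteadyGlo luminescence gave expression; GF-AFC fluorescence gave viability.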
EPAC2 ag = activates human EPAC2 exchange factor; EPAC2 activation, biochemical qHTS; response scale: 100% = 6.5 mM cAMP response; 360,000 compounds, 0.079% hits; Potency, µM (titrated, usually from 154 µM), for the others: top-dose activation, actives largely listed as activators; AID 720711; Q8WZA2; also: potency is read from the fitted curve at half-maximal effect; nearly all actives have a fitted effect of over 50% in size
Target sequence (Q8WZA2 whole entry, looked up): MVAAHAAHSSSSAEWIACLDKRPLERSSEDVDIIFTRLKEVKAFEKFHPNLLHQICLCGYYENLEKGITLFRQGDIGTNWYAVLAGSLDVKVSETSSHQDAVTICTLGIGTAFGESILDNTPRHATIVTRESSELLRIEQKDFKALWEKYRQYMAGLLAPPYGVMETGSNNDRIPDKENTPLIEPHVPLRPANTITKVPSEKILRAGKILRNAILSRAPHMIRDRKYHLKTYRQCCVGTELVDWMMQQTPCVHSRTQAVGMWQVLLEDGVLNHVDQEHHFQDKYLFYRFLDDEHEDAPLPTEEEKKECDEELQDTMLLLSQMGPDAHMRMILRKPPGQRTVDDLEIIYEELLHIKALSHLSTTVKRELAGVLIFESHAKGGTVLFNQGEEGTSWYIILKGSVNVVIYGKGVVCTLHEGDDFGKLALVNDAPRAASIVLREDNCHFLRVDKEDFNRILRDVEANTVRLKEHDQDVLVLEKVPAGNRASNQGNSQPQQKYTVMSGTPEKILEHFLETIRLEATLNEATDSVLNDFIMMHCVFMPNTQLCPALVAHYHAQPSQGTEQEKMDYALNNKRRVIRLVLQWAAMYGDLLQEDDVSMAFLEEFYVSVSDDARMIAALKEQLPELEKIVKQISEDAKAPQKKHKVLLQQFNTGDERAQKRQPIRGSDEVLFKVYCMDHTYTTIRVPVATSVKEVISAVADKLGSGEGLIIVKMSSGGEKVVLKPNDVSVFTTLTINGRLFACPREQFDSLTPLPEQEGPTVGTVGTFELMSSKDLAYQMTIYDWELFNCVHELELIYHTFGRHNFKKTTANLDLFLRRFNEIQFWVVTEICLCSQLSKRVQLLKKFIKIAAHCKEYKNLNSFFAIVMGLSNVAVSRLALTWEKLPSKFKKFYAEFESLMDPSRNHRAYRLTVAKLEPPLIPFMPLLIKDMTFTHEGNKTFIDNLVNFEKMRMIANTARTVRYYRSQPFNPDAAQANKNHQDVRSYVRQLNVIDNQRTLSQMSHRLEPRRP
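qHTS, titration series. 100 nM EPAC2 / 250 nM Rap1B-BODIPY-GDP / 50 uM GDP; RT; ex 480/em 540 nm, 5-min reads to 30 min. Norm. to 6.5 mM cAMP = activation.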
S2 tox = reduces viability in counter-screen for ATXN expression inhibitors; S2 cells (HEK-293 line with an ATXN2-luciferase reporter) viability, CellTiter-Fluor protease fluorescence, 24 h; Potency, µM (series often up to 56.7 µM), usual class: cytotoxic; 400,000 compounds, 0.49% hits; also: potency is read from the fitted curve at half-maximal effect; nearly all actives have a fitted effect of over 40% in size
IL2 activator = IL-2 activation. IL-2 activation reporter assay, cell-based qHTS; stimulated with anti-CD3/CD4/CD28 beads; in transgenic mouse T cells. activation, % (series mostly up to about 46 µM). 360,000 compounds, 0.065% hits. AID 652025; in the data active = activation above about 50%; inconclusive = mostly about 30% to 49%; also: 0% is about no effect
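Using fluorescent plate cytometry, EGFP and DsRed are detected in transgenic mouse T cells stimulated 18 h at 37 degrees C with antibody-coated beads after 60 min compound pretreatment.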
* hit, by the source's call; i = inactive; u = inconclusive; x = not tested or not shown; & = joins results of further samples; [ ] = dose if it differs, or a comment. Unless noted, calls follow the shape of the dose curve; as a rule, active = well fitted curve in the direction sought with a large enough effect; inconclusive = small, poorly fitted or top-dose-only effect, or another doubt; inactive = no such curve, though single readings can be large; an effect the other way counts as inactive or inconclusive.

SMILES	Nrf2 inh	TGFb inhibitor	HepG2 tox	A549 tox	Nrf2 ARE act	ATXN2 expr inh	EPAC2 ag	S2 tox	IL2 activator
Cc1cccc(C)c1NC(=O)c1csc(COCCO)n1	x	4%	-29%	x	0.6%	2%	7%	i	-0.4
C/C(CCc1oc2c(Br)cc(Br)cc2c1-c1ccc(C)o1)=N\O	u	-24%	-30%	3%	14%	-32%	5%	i	-0.8
O=C(NCCS(=O)(=O)N1CCN(c2cccc(Cl)c2)CC1)c1ccco1	0%	-11%	9%	-3%	-0.7%	10%	3%	u	-0.2
CCOC(=O)c1sc2ncn(CC(=O)N(CC)CC)c(=O)c2c1C	-22%	3%	-3%	0%	0.1%	4%	6%	i	-2.2
Cc1cc(OCC(=O)Nc2ccccn2)c2c(C)cc(=O)oc2c1	-15%	-2%	-9%	0%	12%	4%	-1%	i	-2.5
O=S(=O)(c1ccc(Cl)cc1)N1CCC(c2nc3ccccc3[nH]2)CC1	-27%	u	-47%	-13%	5.6%	-11%	14%	i	-2.2
CCNC(=O)CNC(=O)c1nn(Cc2ccccc2)c(=O)c2ccccc12	-21%	10%	0%	5%	-0.3%	0%	14%	i	-0.5
O=C(CN(c1ccccc1Cl)S(=O)(=O)c1ccccc1)N/N=C/c1ccccc1C(=O)O	-7%	0%	8%	0%	-0.9%	-12%	2%	i	0.0
Cn1nc(C(=O)NCCc2ccc(Cl)cc2)c2c1-c1ccccc1SC2	5%	u	-20%	0%	0.1%	x	x	x	x
O=C(O)C1CCCCC1C(=O)NCCCn1ccnc1 (stereo not drawn)	11%	-12%	-3%	-2%	-0.3%	2%	5%	i	1.1
CCOC(=O)C1CCN(c2c(N3CCCCCC3)c(=O)c2=O)CC1	-21%	-10%	-4%	-2%	-1.1%	-3%	7%	i	0.5
Cc1cccc(-c2nnc(SCCC(=O)O)o2)c1	1.5µM*	-5%	-6%	2%	-3.9%	1.4µM*	x	i	x
COc1cc(/C=N/Nc2nc3ccccc3o2)cc(OC)c1O	u	-5%	3%	2%	9.5%	x	5%	x	2.2
COc1ccccc1CC1(C)C(=O)Nc2c(Cl)cccc21 (stereo not drawn)	x	22%	-3%	x	0.2%	-7%	19%	i	-0.3
CC(C)NC(=O)Cn1nnc(-c2cccc(NC(=O)c3ccccc3F)c2)n1	14%	11%	-6%	8%	2.9%	-7%	9%	i	-0.1
CC(C)CCN(C(=O)c1csnn1)C(C(=O)NC1CCCC1)c1ccc(F)cc1 (stereo not drawn)	23µM*	3%	-9%	18µM*	3.7%	-11%	-2%	i	-1.1
Cc1ccc(OCC(=O)NNC(=O)C2CSC3(C)CCC(=O)N23)cc1 (stereo not drawn)	-15%	-6%	-8%	5%	-0.6%	2%	-3%	i	-2.5
O=C(COC(=O)c1n[nH]c2ccccc12)Nc1ccccc1F	u	2%	-20%	-7%	15%	80%[activator]	0%	i	-0.7
O=C(Nc1cccc(Cl)c1)c1cc2c(=O)[nH]c3ccccc3c2s1	u	-13%	-4%	-1%	13%	14%	x	i	x
O=C1C2CCC(C(O)C2)N1Cc1ccccc1 (stereo not drawn)	-18%	0%	0%	0%	-0.3%	10%	-7%	i	-2.1
O=C1NCCN(Cc2ccoc2)C1CC(=O)N(CCO)Cc1ccccc1 (stereo not drawn)	2%	8%	25%	5%	-0.2%	-1%	16%	i	1.0
COc1ccc(CCC(=O)N2CCN(S(=O)(=O)c3cccs3)CC2)cc1	6%	u	-8%	-1%	2.4%	1%	4%	u	1.9
CCCNC(=O)CCn1cc(-c2ccc(OC)cc2)nc1CCN	3%	4%	-2%	1%	-0.6%	0%	10%	i	0.4
CC(C)c1c(C(=O)N/N=C/c2ccc(OCc3ccccc3)cc2)nnn1-c1nonc1N	u	-14%	-29%	-16%	1.0%	7%	6%	i	-1.6
O=C(NCCCN1CCc2ccccc2C1)Nc1ccc(Cl)cc1	x	-16%	-57%	8%	8.4%	3%	6%	i	-1.5
O=[N+]([O-])c1cccc(Nc2nc(Cl)nc(Cl)n2)c1	3%	-2%	7%	-2%	-0.2%	x	10%	i	0.6
O=C(O)Cn1c2ccccc2c2nc3ccccc3nc21	x	0%	-24%	x	20%	x	7%	i	-1.7
Cc1csc(=O)n1CC(=O)OCC(=O)NNC(=O)c1ccc([N+](=O)[O-])cc1	-1%	28%	-21%	-11%	0.4%	-9%	4%	i	-3.3
COCCN(C(=O)CSc1nnc(C)n1Cc1ccccc1)c1c(N)n(CC(C)C)c(=O)[nH]c1=O	0%	8%	-7%	0%	0.4%	-7%	-3%	i	-0.5
N#Cc1cc2c(=O)n3ccccc3nc2n(CCCn2ccnc2)c1=N	-2%	-7%	-21%	-16%	3.6%	-6%	9%	i	-2.8
COc1ccc(NC(=O)c2ccco2)cc1NC(=O)c1cccnc1	7%	18%	-6%	-1%	2.8%	5%	8%	i	-1.2
Cn1c(=O)c2nc(SCc3ccccc3)n(C)c2n(C)c1=O	u	-1%	-4%	-1%	-0.5%	8%	8%	i	-0.4
O=C(CNC(=O)/C=C/c1ccco1)N=Nc1c(O)[nH]c2ccccc12	20%	-2%	4%	-3%	u	x	1%	i	0.3
CC1CN(C(=O)c2cccc(S(=O)(=O)Nc3ccccc3Cl)c2)CC(C)O1 (stereo not drawn)	-10%	-1%	18%	-8%	-0.1%	-1%	-4%	i	0.0
CC(C(=O)N(C1CC1)C1(C(=O)Nc2ccccc2)CCCC1)N1C(=O)c2ccccc2C1=O (stereo not drawn)	-15%	-7%	-1%	-2%	-0.5%	0%	11%	u	0.2
Cc1cc(OCC(=O)NCC2CCC(C(=O)O)CC2)c2c(C)c(Cc3ccccc3)c(=O)oc2c1 (stereo not drawn)	6%	14%	-6%	1%	0.6%	1%	3%	i	0.5
COc1cccc(CNC(=S)Nc2ccc3c(c2)c(=O)n(C)n3Cc2csc(C)n2)c1	x	u	-19%	x	0.9%	10%	13%	i	3.6
COc1cccc(CC(=O)n2nc(N)c3cc4ccc(OC)cc4nc32)c1	-25%	-23%	-1%	-4%	-0.3%	u	-5%	i	2.4
Cc1ccc(C)c(OCc2nnc(N)s2)c1	x	-6%	2%	-1%	0.4%	15%	3%	i	0.2
CCN(C(=O)c1nn(C)c2c1CSc1ccccc1-2)c1cccc(C)c1	u	u	-33%	5%	4.1%	x	x	x	x

Ordered by heavy-atom count (low to high): some entries from above
SMILES	Nrf2 inh	TGFb inhibitor	HepG2 tox	A549 tox	Nrf2 ARE act	ATXN2 expr inh	EPAC2 ag	S2 tox	IL2 activator
O=C(O)Cn1c2ccccc2c2nc3ccccc3nc21	x	0%	-24%	x	20%	x	7%	i	-1.7
O=C(NCCCN1CCc2ccccc2C1)Nc1ccc(Cl)cc1	x	-16%	-57%	8%	8.4%	3%	6%	i	-1.5
COc1cccc(CC(=O)n2nc(N)c3cc4ccc(OC)cc4nc32)c1	-25%	-23%	-1%	-4%	-0.3%	u	-5%	i	2.4

(list continues)
SMILES	Nrf2 inh	TGFb inhibitor	HepG2 tox	A549 tox	Nrf2 ARE act	ATXN2 expr inh	EPAC2 ag	S2 tox	IL2 activator
COc1ccc(Nc2oc(COc3cccc(C)c3)nc2C#N)cc1	u	-22%	-25%	-3%	0.6%	-19%	24%	i	-1.2
CC(C)NC(=O)NC(=O)COc1ccc(Br)cc1Br	u	-12%	-28%	6%	-1.0%[9.22 µM]	29%	13%	i	0.2
COc1ccccc1CCNC(=O)c1ccc(NC(=O)N2CC(C)Sc3ccccc32)cc1 (stereo not drawn)	21µM*	-5%	-19%	0%	0.9%	-16%	x	u	x
COc1ccc(Nc2cc(C(=O)NCCCN3CCN(C)CC3)c3ccccc3n2)cc1OC	-14%	17%	-18%	8%	0.2%	-2%	4%	i	-3.5
CC(C)CNC(=O)c1cccc(NC(=O)C2CCCO2)c1 (stereo not drawn)	8%	6%	0%	-3%	-0.5%	-7%	3%	i	0.2
CCc1nnc(NC(=O)c2cc(=O)c3cc(C)ccc3o2)s1	6%	-11%	-4%	-10%	-0.1%	1%	x	i	x
COC(=O)CN(c1ccccc1OC)S(=O)(=O)c1ccccc1	-4%	4%	9%	-3%[1.84 µM]	-0.4%	-2%	4%	i	2.4
O=C(Nc1ccccc1)c1ccc(N2CCN(c3ccccn3)CC2)c(S(=O)(=O)N2CCOCC2)c1	-16%	-22%	-39%	3%	-0.6%	3%	12%	u	-0.9
CN1CCN(C(=S)c2cn(CCOc3ccccc3F)c3ccccc23)CC1	u	17%	-23%	-14%	4.1%	18%	28%	i	-0.8
Cc1cccc(NC(=O)CCC(=O)NCCO)c1	u	11%	2%	0%	0.5%	9%	1%	i	0.3
C[C@@H]1Cn2cnc(C(=O)Nc3cccc(Cl)c3)c2C(=O)N1	x	-9%	-23%	x	2.3%	2%	3%	i	2.6
CCN(CC)c1ccc(N=Cc2ccc([N+](=O)[O-])o2)cc1	u	-29%	-77%	-25%	-0.8%	0%	6%	i	-0.4
CCc1ccc(NC(=O)CCc2nnc3n(C)c(=O)c4sccc4n23)cc1	12%	2%	9%	-10%	0.2%	1%	x	i	x
COC(=O)c1sccc1NC(=O)Cn1nnc(-c2ccccc2C)n1	-13%	-10%	-6%	7%	-0.2%	-14%	9%	i	-1.5
COc1ccc(C(=O)NC2(C(F)(F)F)C(=O)Nc3c2c(=O)[nH]c(=O)n3CCc2ccc(OC)c(OC)c2)cc1 (stereo not drawn)	-2%&-9%	8%&-1%	11%&1%	-3%&-8%	-0.6%&0.1%	1%	3%	i	-1.3
CCOc1ccc(CN2CCN(Cc3cccc4c3OCO4)CC2CCO)cc1 (stereo not drawn)	-3%	-3%	-8%	1%	0.8%	-17%	11%	i	-2.1
